Screening data deposited in PubChem BioAssay by several laboratories.
LEDGF integ inh – blockers of LEDGF/p75-dependent integrase strand transfer – biochemical, TR-FRET, high throughput, primary screen; inhibition, % at 3.7 µM; TR-FRET IN-LEDGF/p75 DNA integration, Eu/Cy5; HIV-1 integrase (with human LEDGF/p75); actives 0.64% (n = 370,000);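 active means inhibition above the screen-wide mean plus 3 SD, cut at about 13% in these data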;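 further: signal is the Cy5 over europium emission ratio at 671 and 618 nm; 0% = plate median of compound wells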
MBD2 DNA inh – inhibitors of MBD2 binding to methylated DNA, primary screen, biochemical, TR-FRET, DNA-binding domain, human; Methyl-CpG-binding domain protein 2 (Homo sapiens), Q9UBB5; MBD2 binding to methylated oligonucleotide; inhibition, % at 4.4 µM; actives 0.31% (n = 370,000); AID 686964, 2013; in the data active means inhibition above about 13%
TDP2 inh – human TDP2 enzyme inhibitors, primary screen, biochemical, epi absorbance, recombinant enzyme | Tyrosyl-DNA phosphodiesterase 2 (Homo sapiens), O95551 | T5PNP hydrolysis, p-nitrophenol absorbance 415 nm | inhibition, % at 12.8 µM | actives 0.34% (n = 370,000) | AID 720702, 2013;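 active means inhibition above the mean of all tested compounds plus 3 SD, set per campaign, cut at about 25% in these data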;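 further: 0% = DMSO with enzyme and 100% = buffer with substrate but no TDP2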
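Test system: Human TDP2 enzyme | Reagent: 5 mM T5PNP | Compound dosing: 12.8 µM single point, 1% DMSO | Incubation: Enzyme reaction with compound for 2 h at 37 °C | Technique: p-Nitrophenol epi absorbance | Read-out: % inhibition relative to enzyme-containing and enzyme-free wells | Benchmarks: High control without enzyme, low control DMSO plus TDP2 | Replicates: Singlicate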
rCAG RNA binder – binders of r(CAG) RNA repeats, primary screen, biochemical, fluorescence; actives 1.3% (n = 370,000); inhibition, % at 3 µM; r(CAG) RNA repeat, TO-PRO-1 dye displacement fluorescence;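 active means inhibition above the plate cutoff, the mean of all test compounds on that plate plus 3 SD, cut at about 35% in these data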;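 further: 0% = DMSO alone and 100% = 100 µM mitoxantrone as full dye displacement; higher means more dye released from RNA so lower well fluorescence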
PRMT1 inh – PRMT1 methyltransferase inhibitors, primary screen, biochemical, fluorescence polarization; recombinant PRMT1, activity-based probe fluorescence polarization; inhibition, % at 2.79 µM; actives 1.3% (n = 370,000); AID 652257, 2013;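 active means inhibition above about 21% made by adding two undisclosed values, limit read from the data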
TCR CD3 inh – inhibitors of human TCR-CD3 interaction, primary screen, biochemical, fluorescence, TAMRA-labeled TCR probe | actives 0.37% (n = 360,000) | T-cell receptor (TCR) | inhibition, % at 9.4 µM; in the data active means inhibition above about 19%;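 further: recombinant mutant TCR 2C K166C tagged with TAMRA read by polarization; 0% = receptor in buffer alone and 100% = receptor with positive control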
SIAE inh – human SIAE inhibitors, primary screen, biochemical, fluorescence polarization, FP-Rh probe, 1536-well HTS; SIAE FP-Rh probe binding; inhibition, % at 9.66 µM; actives 0.69% (n = 370,000); AID 1053197, 2014;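 active means inhibition above a cutoff: mean of compounds within the control limits plus 3 SD of those, cut at about 17% in these data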;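 further: 0% = plate median of compound wells and 100% = probe without SIAE protein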
HTRA1 inhibitor – HTRA1 serine protease inhibitors, primary screen, biochemical, fluorescence polarization, HTS; Q92743; recombinant HTRA1, FP-rhodamine activity-based probe; inhibition, % at 5.96 µM; actives 0.5% (n = 340,000); AID 504803, 2011; in the data active means inhibition above about 36%;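 further: 0% = enzyme with DMSO and 100% = wells lacking enzyme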
ABHD4 inh – ABHD4 inhibitors, primary screen, biochemical, fluorescence polarization, mouse. (Lyso)-N-acylphosphatidylethanolamine lipase (Mus musculus), Q8VD66. purified mABHD4, FP-Rh probe fluorescence polarization. inhibition, % at 8.92 µM. actives 0.54% (n = 370,000). AID 720543, 2013;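 active means inhibition exceeding the mean over every tested compound plus 3 SD, cut at about 30% in these data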;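 further: 0% = plate median of compound wells and 100% = S159A mutant with DMSO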
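Material: mouse ABHD4 enzyme, wild type; Benchmarks: S159A mutant high control, sample median low control; Buffer or medium: HEPES pH 7.0, NaCl, Pluronic buffer; Signal: fluorescence polarization; Read-out: percent inhibition of probe binding, normalized to plate controls; Timing: pre-incubation 45 min, probe exposure 60 min, at 25 °C; Dosing: 8.92 µM, single dose.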
NPR2 activator – human GC-B receptor activators, primary screen, HEK293 GC-B cells, cGMP TR-FRET, EC30 CNP. 0% at EC30 CNP, 100% saturating CNP. actives 0.11% (n = 370,000). activation, % at 10 µM;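 active means activation at 10 µM reaching about 35% in either raw or pattern-adjusted values, limit read from the data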
Target sequence (P20594 whole entry, looked up): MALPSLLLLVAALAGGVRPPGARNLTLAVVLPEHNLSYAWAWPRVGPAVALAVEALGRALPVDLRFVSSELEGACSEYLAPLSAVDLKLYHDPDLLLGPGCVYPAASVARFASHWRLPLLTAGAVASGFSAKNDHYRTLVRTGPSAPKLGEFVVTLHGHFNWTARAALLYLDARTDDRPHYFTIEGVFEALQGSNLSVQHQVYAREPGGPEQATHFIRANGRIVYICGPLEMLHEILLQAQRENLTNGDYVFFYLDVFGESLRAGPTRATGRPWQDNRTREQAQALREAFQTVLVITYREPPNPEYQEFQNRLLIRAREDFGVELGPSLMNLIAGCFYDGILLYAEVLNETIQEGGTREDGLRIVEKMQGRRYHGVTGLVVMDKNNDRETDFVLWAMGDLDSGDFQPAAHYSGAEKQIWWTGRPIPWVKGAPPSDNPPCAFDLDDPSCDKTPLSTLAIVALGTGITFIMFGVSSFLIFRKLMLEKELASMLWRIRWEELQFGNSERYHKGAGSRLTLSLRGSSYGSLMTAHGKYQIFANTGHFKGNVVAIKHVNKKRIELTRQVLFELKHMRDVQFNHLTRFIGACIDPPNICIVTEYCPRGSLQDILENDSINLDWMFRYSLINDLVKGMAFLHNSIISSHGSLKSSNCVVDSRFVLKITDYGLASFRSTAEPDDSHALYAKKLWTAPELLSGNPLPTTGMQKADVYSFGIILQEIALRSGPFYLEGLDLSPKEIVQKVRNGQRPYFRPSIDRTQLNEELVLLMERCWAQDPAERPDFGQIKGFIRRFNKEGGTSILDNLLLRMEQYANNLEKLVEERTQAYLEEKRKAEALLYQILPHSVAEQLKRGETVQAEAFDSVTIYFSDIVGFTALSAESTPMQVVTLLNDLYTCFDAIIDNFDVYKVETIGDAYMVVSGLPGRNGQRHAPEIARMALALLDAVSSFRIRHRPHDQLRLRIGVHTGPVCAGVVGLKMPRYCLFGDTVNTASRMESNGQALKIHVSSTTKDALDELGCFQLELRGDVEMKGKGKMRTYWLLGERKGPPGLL
Numbers without * were called inactive; · = no result given; & = joins results of further samples.

Each structure is followed by: LEDGF integ inh	MBD2 DNA inh	TDP2 inh	rCAG RNA binder	PRMT1 inh	TCR CD3 inh	SIAE inh	HTRA1 inhibitor	ABHD4 inh	NPR2 activator
> CCC(=O)N1CCc2cc(S(=O)(=O)NCCC(=O)Nc3cc(C)cc(C)c3)ccc21
  -2	2	-3	2	2	-5	1	-2	-1	-13
> CC(C)NC(=O)NC(=O)CSc1ncc(C(F)(F)F)cc1Cl
  7	6	3	-7	0	8	3	0	-4	0
> O=C(CNCCO)Nc1ccc(F)c(Cl)c1
  2	6	9	0	-4	6	-2	1	-2	3
> Cn1c(=O)[nH]c(=O)c2c1nc(CN1CCN(c3cccc(Cl)c3)CC1)n2CCN1CCOCC1
  -2	-1	-10	3	-2	4	2	2	1	0
> Cn1c(=O)[nH]c(NC2CCCCC2)c([N+](=O)[O-])c1=O
  2	1	-1	1	-1	-1	1	0	-4	6
> c1cnc(N2CCN(Cc3ccc4c(c3)OCO4)CC2)nc1
  -2&-2	2&-7	-14&-10	-1&-3	-1&0	8&2	5&7	1&-1	1&1	5&-2
> CSCc1nnc(NC(=O)c2ccc(S(=O)(=O)N3CCCCC3C)cc2)o1 (stereo not given)
  5	-3	2	15	-4	4	1	-4	3	5
> CCCCOc1ccc(OCCNC(=O)C2CCCN2C(=O)Nc2ccccc2)cc1 (stereo not given)
  0	1	-9	-2	-1	1	0	-13	7	1
> CC(=O)Nc1ccc(NC(=O)C(C)OC(=O)c2cccs2)cc1 (stereo not given)
  3	-4	8	2	-8	4	6	2	2	0
> COc1ccccc1-c1ccc(=O)n(CC(=O)NC2CCc3ccccc32)n1 (stereo not given)
  -10	-5	-3	-3	8	-7	2	-11	-1	-1
> CCCSc1nnc(-c2cnn(-c3ccccc3)c2-n2cccc2)n1C
  -2	1	7	-6	-1	3	3	-5	3	2
> COc1ccc2cc(C(=O)C3CCCN(C(=O)CCc4cnn(C)c4)C3)ccc2c1 (stereo not given)
  -1	3	2	-3	-1	2	-3	-1	-2	-6
> CCOc1ccc(C(=O)NCC(=O)OCC(=O)c2ccc3c(c2)-c2ccccc2C3)cc1
  0	1	17	7	-1	5	-6	-21	-7	-14
> COCCNS(=O)(=O)c1cccn1-c1ncc(C(F)(F)F)cc1Cl
  -2	2	-1	2	-2	10	-4	2	3	10
> O=c1c2[nH]c3cccc(Cl)c3c2ncn1Cc1ccco1
  0	-2	-8	-1	-1	3	4	4	-4	-5
> COc1cccc(C2=NOC(C(=O)Nc3cc(OC)c(OC)c(OC)c3)C2)c1 (stereo not given)
  -6	7	-5	-4	1	4	-5	10	2	2
> CC1CCN(CCC(=O)Nc2ccc3c(c2)CCC3)CC1
  1	2	3	-3	-2	2	2	1	1	6
> CSc1cccc(NC(=O)c2c(Cl)cnn2C)c1
  -1	2	3	-2	2	1	-6	0	6	1
> CN(CC(=O)Nc1ccc(Cl)cc1)C(=O)c1cccc(S(=O)(=O)N2CCN(Cc3ccccc3)CC2)c1
  -1	1	4	13	-4	5	-7	-17	-4	-8
> COCCCNC(=O)Cn1c(=O)n(Cc2ccccc2Cl)c(=O)c2cc(OC)c(OC)cc21
  -4	0	8	-1	1	1	0	0	3	-2
> COc1cc(CC(=O)OCC(=O)NCCc2ccc(S(N)(=O)=O)cc2)cc(OC)c1OC
  2	2	1	3	-2	-3	13	3	4	3
> Cc1ccc2c(c1)N(CC(=O)NCCC1=CCCCC1)C(=O)c1cccnc1O2
  -2	-2	-5	-5	-4	-1	6	-3	-7	0
> Fc1ccc(-c2nnc(CSc3nnc(-c4ccc5c(c4)OCO5)o3)o2)cc1
  -4	3	-7	3	4	0	2	-16	-5	-3
> CCOC(=O)c1c(C)sc(Sc2ccc(Cl)cc2[N+](=O)[O-])c1OC
  4	1	0	3	-1	1	-3	-3	-7	-7
> CSc1cc(-c2ccc(Cl)cc2)n(Cc2ccccc2)c(=O)c1C#N
  -1	-3	-6	0	-4	5	0	9	-6	7
> CC(=O)NC(Cc1ccc(C)cc1)C(=O)NC1CCN(c2ncccc2[N+](=O)[O-])CC1 (stereo not given)
  -1	-2	11	-4	2	-7	5	-7	3	-3
> CN(C(=O)c1cccc(NC(=O)Cc2ccccc2)c1)c1ccccc1
  -1	0	-8	-4	5	4	-2	-4	-2	2
> CCCCn1c(N)c(N(Cc2ccccc2)C(=O)COc2ccccc2F)c(=O)[nH]c1=O
  0	3	20	-1	-1	3	0	-7	5	4
> C=CCn1c(SCC(=O)NC2CCS(=O)(=O)C2)nc2scc(C3CC3)c2c1=O (stereo not given)
  -1	-3	-2	3	2	-1	2	0	-9	7
> CCCCNCCOCCOc1ccc(F)cc1
  1	1	15	3	-1	-1	-1	-5	11	-4

Part of the list above in order of SMILES length, ascending.
Each structure is followed by: LEDGF integ inh	MBD2 DNA inh	TDP2 inh	rCAG RNA binder	PRMT1 inh	TCR CD3 inh	SIAE inh	HTRA1 inhibitor	ABHD4 inh	NPR2 activator
> O=C(CNCCO)Nc1ccc(F)c(Cl)c1
  2	6	9	0	-4	6	-2	1	-2	3
> CSc1cccc(NC(=O)c2c(Cl)cnn2C)c1
  -1	2	3	-2	2	1	-6	0	6	1
> O=c1c2[nH]c3cccc(Cl)c3c2ncn1Cc1ccco1
  0	-2	-8	-1	-1	3	4	4	-4	-5
> CSc1cc(-c2ccc(Cl)cc2)n(Cc2ccccc2)c(=O)c1C#N
  -1	-3	-6	0	-4	5	0	9	-6	7
> COc1ccccc1-c1ccc(=O)n(CC(=O)NC2CCc3ccccc32)n1 (stereo not given)
  -10	-5	-3	-3	8	-7	2	-11	-1	-1
> CSCc1nnc(NC(=O)c2ccc(S(=O)(=O)N3CCCCC3C)cc2)o1 (stereo not given)
  5	-3	2	15	-4	4	1	-4	3	5
> Cc1ccc2c(c1)N(CC(=O)NCCC1=CCCCC1)C(=O)c1cccnc1O2
  -2	-2	-5	-5	-4	-1	6	-3	-7	0
> COc1ccc2cc(C(=O)C3CCCN(C(=O)CCc4cnn(C)c4)C3)ccc2c1 (stereo not given)
  -1	3	2	-3	-1	2	-3	-1	-2	-6
> CCCCn1c(N)c(N(Cc2ccccc2)C(=O)COc2ccccc2F)c(=O)[nH]c1=O
  0	3	20	-1	-1	3	0	-7	5	4
> COCCCNC(=O)Cn1c(=O)n(Cc2ccccc2Cl)c(=O)c2cc(OC)c(OC)cc21
  -4	0	8	-1	1	1	0	0	3	-2
> CC(=O)NC(Cc1ccc(C)cc1)C(=O)NC1CCN(c2ncccc2[N+](=O)[O-])CC1 (stereo not given)
  -1	-2	11	-4	2	-7	5	-7	3	-3
> CN(CC(=O)Nc1ccc(Cl)cc1)C(=O)c1cccc(S(=O)(=O)N2CCN(Cc3ccccc3)CC2)c1
  -1	1	4	13	-4	5	-7	-17	-4	-8

(listing goes on)
Each structure is followed by: LEDGF integ inh	MBD2 DNA inh	TDP2 inh	rCAG RNA binder	PRMT1 inh	TCR CD3 inh	SIAE inh	HTRA1 inhibitor	ABHD4 inh	NPR2 activator
> CCN(CC)C(=O)c1cccc(-c2csc(C(C)(O)c3ccc(OC)cc3)n2)c1 (stereo not given)
  3	-5	7	0	-2	7	-11	·	-5	-4
> O=C(O)c1ccc(/C=N/Nc2ncc(C(F)(F)F)cc2Cl)cc1
  -3	-4	-4	-2	-2	14	5	1	1	1
> CC(=O)c1cccc(CN2CCC(C(=O)Nc3ccc(Oc4cccnc4)cc3)CC2)c1
  0	-4	17	-6	-3	0	-2	-4	2	-8
> CNCCCCOc1ccc(C(C)(C)C)cc1Cl
  -2	5	0	4	1	1	3	1	8	10
> O=C(CCN1CCCO1)NC1CCCc2c1cnn2-c1ccccc1F (stereo not given)
  0	-2	-11	1	-9	-1	3	0	0	3
> CC(C)N1CCC(N2CCN(Cc3ccc(-c4ccc(Cl)cc4)o3)CC2CCO)CC1 (stereo not given)
  6	-4	-1	-6	1	-1	2	6	0	-1
> O=C(Cn1c(=O)oc2cc(S(=O)(=O)N3CCCC3)ccc21)Nc1ccccn1
  -4	4	6	1	2	1	4	·	-2	1
> CCc1nnc(N/N=C/c2cc(C)c(C)cc2C)n1N
  58*	5	65*	-3	4	-4	3	1	10	-9
> COc1ccnc(Nc2cccc(C)c2)c1C#N
  0	5	3	1	-1	-4	0	2	6	5
> COc1ccccc1N(CC(=O)Nc1cc(S(=O)(=O)N(C)C)ccc1C)S(=O)(=O)c1cccs1
  0	-2	3	6	-4	5	6	-4	-4	3
> CCOC(=O)C(NC=O)(NC(C)(C)C)C(=O)OCC
  -4	3	1	-1	-2	3	0	7	2	4
> O=C(CCN1C(=O)COc2ccccc21)NCCN1CCOCC1
  2	-2	-1	-1	-4	1	9	3	4	3
> O=C(c1ccco1)n1nc(-c2ccccc2)nc1SCc1ccccc1
  0	-6	6	-1	0	10	8	2	-1	2
> Nc1ccc(-c2nc3ccc(-c4nc5ccccc5o4)cc3[nH]2)cc1
  3	1	-1	14	3	-3	5	3	24	-3
> COc1ccc(C2NC(=O)NC(C)=C2C(=O)OC2CCCCC2)cc1OC (stereo not given)
  11	1	-2	-7	0	-2	1	-4	6	-7
> CC(=O)C1=CCC(c2ccc(C(C)C)cc2)N(S(=O)(=O)c2ccc(C)cc2)C1 (stereo not given)
  0	-3	-6	4	0	-4	-3	·	-5	0
> Cc1ccc2[nH]c(=O)c3cc(C(=O)N(C)c4ccc(C)c(C)c4)sc3c2c1
  -3	-1	-4	1	4	-6	-6	-3	-1	2
> CN1CC(=O)N(CC(=O)NCc2ccc3c(c2)OCO3)C1=O
  0	-6	-7	3	1	1	3	2	5	0
> Clc1cc2cccnc2c2ccccc12
  -3	5	8	-2	5	-8	0	-2	7	12
> CCN1C(=O)C(O)(CC(=O)c2c(C)coc2C)c2ccccc21 (stereo not given)
  6	-2	-3	-3	-4	2	12	-8	-2	-5

Not all compounds are listed; count on the stated rates, not on these rows.
